# High-throughput results deposited in PubChem by several laboratories.
# KLF5 inhibitor – inhibitors of KLF5 expression. DLD-1 KLF5 promoter-luciferase reporter, luminescence. inhibition, % at 5 µM. 290,000 compounds, 0.23% hits;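 active = inhibition above a per-plate limit of that plate's mean compound inhibition plus 3 SD, cut at about 60% in these data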;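 note: 0% = DMSO wells and 100% = LY294002 at 200 µM; higher means less KLF5 promoter-driven luciferase light; inactives centre near -14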
# MrgX1 antagonist – antagonists of human MrgX1 receptor | B-score at 10 µM | 310,000 compounds, 1.3% hits | Q96LB2 | MRGX1-HEK293 calcium flux, Fluo-4, BAM8-22 antagonism; active compounds read low | AID 588676;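 active = calcium-response B-score plate-corrected more than 3 library SD below zero, starting fluorescence within 5 deviations, no agonist response on first addition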;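 note: peak minus trough fluorescence over baseline after final BAM8-22 challenge near maximal dose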
# HIF act – HIF pathway transcriptional activation. U2OS HRE-luciferase reporter, luminescence; normalized: DMSO 0%, desferrioxamine 100%. activation, % at 7.5 µM (by protocol). 300,000 compounds, 0.32% hits;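 active = mean activation of at least 10% of the iron chelator positive control signal, with at least half of replicates also reaching 10%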
# IEC-6 tox – counter-screen for KLF5 inhibitors: cytotoxicity in IEC-6 cells; IEC-6 cytotoxicity, luminescence viability; inhibition, % at 5 µM; 290,000 compounds, 0.78% hits; AID 1825; in the data active = inhibition above about 22%;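 note: 0% = plate median of test compound wells and 100% = cytotoxic reference compound wells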
# TRPC4 agonist – activators of mouse TRPC4 channel. Q9QUQ5. HEK293 TRPC4beta/mu-opioid, Fluo4 calcium fluorescence; active compounds read high. B-score at 10 µM. 310,000 compounds, 0.49% hits. AID 2237;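 active = B-score above 5 SD of library B-scores, and initial fluorescence ratio not above library mean plus 5 SD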;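 note: positive B-score marks a calcium rise read as TRPC4 activation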
# Target sequence (Q9QUQ5 whole entry, looked up): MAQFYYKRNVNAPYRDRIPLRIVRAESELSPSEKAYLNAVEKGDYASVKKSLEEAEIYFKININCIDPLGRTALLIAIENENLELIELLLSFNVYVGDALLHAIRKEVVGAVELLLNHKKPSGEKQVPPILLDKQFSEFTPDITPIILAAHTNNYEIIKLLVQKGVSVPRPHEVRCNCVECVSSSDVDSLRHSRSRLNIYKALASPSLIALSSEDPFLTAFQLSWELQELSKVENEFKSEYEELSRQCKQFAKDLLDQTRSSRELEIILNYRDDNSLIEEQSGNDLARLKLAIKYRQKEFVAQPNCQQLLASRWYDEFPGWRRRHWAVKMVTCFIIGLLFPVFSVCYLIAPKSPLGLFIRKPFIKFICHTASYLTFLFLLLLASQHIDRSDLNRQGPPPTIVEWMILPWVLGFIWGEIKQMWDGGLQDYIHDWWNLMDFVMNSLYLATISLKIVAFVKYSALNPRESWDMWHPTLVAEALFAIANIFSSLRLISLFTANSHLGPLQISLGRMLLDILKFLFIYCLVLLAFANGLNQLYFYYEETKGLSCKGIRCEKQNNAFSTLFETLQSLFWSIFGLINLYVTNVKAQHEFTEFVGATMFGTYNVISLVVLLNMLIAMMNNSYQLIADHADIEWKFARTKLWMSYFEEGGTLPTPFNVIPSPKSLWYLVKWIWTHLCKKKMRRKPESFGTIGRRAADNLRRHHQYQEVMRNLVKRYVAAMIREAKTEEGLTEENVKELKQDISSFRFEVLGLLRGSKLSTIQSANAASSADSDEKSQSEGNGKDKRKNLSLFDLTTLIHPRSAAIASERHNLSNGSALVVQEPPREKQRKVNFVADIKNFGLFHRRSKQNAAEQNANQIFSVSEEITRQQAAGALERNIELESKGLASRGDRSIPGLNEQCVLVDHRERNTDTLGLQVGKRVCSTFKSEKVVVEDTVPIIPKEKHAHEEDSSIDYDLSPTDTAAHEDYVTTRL
#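 system = HEK293 cells stably co-expressing mouse TRPC4beta and mu-opioid receptor | schedule = Fluo4 dye loading 45 min at room temperature, 110 s recording | measure = B-scored integrated calcium fluorescence ratio | signal = Fluo4 calcium-sensitive dye fluorescence, kinetic, 1 Hz baseline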
# SKKanGAS inh – SKKanGAS growth inhibition; AID 1662; inhibition, % at 7.5 µM; 300,000 compounds, 1.3% hits; S. pyogenes SKKanGAS, kanamycin growth, BacTiter-Glo, 6 h;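 active = mean replicate score, as percent of positive control median, at least 50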;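 note: strain carries kanamycin resistance gene driven by streptokinase promoter and grows in 40 µg/ml kanamycin; loss of luminescence reflects streptokinase promoter inhibition or plain growth inhibition; 0% = median of DMSO wells and 100% = positive control at its reference dose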
# TRPC4 PAM – allosterically enhances the mouse TRPC4 cation channel; 310,000 compounds, 0.42% hits; B-score at 10 µM; Q9QUQ5; HEK293 TRPC4beta/mu-opioid, DAMGO EC20, Fluo-4 Ca2+ flux; active compounds read high;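 active = B-score of calcium response area above 5 SD of library B-scores, with initial fluorescence ratio within 5 SD of library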;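 note: B-score of integrated fluorescence ratio over time as area under calcium response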
# TRPC6 inh – blocks the mouse TRPC6 cation channel; AID 2553; HEK293-TRPC6, membrane potential dye, ACh-evoked depolarization; active compounds read low; 310,000 compounds, 1.1% hits; Q61143; B-score at 10 µM;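 active = B-score under library mean minus 3 SD, initial fluorescence not abnormally high, positive integrated signal ratio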;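 note: B-score derived from integrated fluorescence ratio over the kinetic read; more negative B-score means stronger inhibition of depolarization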
# TRPC6 activator – mouse TRPC6 channel activation; HEK293-TRPC6 membrane potential dye fluorescence; active compounds read high; Q61143; AID 2550; B-score at 10 µM; 310,000 compounds, 0.13% hits;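 active = B-score of the integrated fluorescence ratio above library mean plus 3 SD, and starting fluorescence ratio within library mean plus 5 SD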;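 note: higher score means more depolarization so channel activation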
# aSyn UTR inh – MLPCN primary screen, SNCA 5' untranslated region. AID 1813. 300,000 compounds, 0.82% hits. alpha-synuclein 5'UTR reporter, inhibitor activity. inhibition, % (tested at 7.5 µM); in the data active = inhibition above about 60%;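 note: H4 neuroglioblastoma cells stably carrying SNCA 5'UTR luciferase fusion; 0% = DMSO wells and 100% = positive control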
# TRPC4 inh – blocks the mouse TRPC4 cation channel | B-score at 10 µM | HEK293 TRPC4beta/mu-opioid, DAMGO-evoked Fluo4 calcium flux; active compounds read low | 300,000 compounds, 0.39% hits;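 active = B-score over 3 SD under the library average, no early fluorescence shift, positive overall ratio signal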
#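 Assay system: TRPC4beta/mu-opioid receptor HEK293 cell line; compound dosing: single concentration per test compound; detection: Fluo4 Ca2+ flux fluorescence; evaluation: per-well B score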
# Numbers without * were called inactive; i = inactive; . = no result given.
# The line under a structure holds: SKKanGAS inh	HIF act	TRPC4 inh	KLF5 inhibitor	TRPC4 agonist	TRPC6 inh	IEC-6 tox	MrgX1 antagonist	TRPC4 PAM	aSyn UTR inh	TRPC6 activator
COc1cc2cc(C(N)=O)c(N)nc2cc1OC
 : 3	-0.2	i	-13	i	i	-1	i	13*	50	i
COc1ccc(CCNC(=O)[C@@H](NC(=O)c2ccccc2F)C(C)C)cc1OC
 : 1	-0.2	i	-22	i	i	-4	i	i	11	i
O=C(O)C1C2C=CC(O2)C1C(=O)NCCc1cccc(Cl)c1 (stereo unspecified)
 : -3	-0.7	i	-34	i	i	-2	i	i	16	i
Cc1ncc(CN2CCC(CO)(CCOc3ccccc3)CC2)s1
 : -8	-0.1	i	-1	i	i	-4	i	i	11	i
COc1ccc(-c2csc(C)n2)cc1Br
 : -2	3.7	i	-22	i	i	1	i	i	-54	i
O=Cc1ccccc1Oc1ccccc1
 : -4	-0.5	i	0	i	i	-2	i	i	11	i
O=C(CCCN1C(=O)c2ccccc2C1=O)Oc1ccc(Cl)cc1
 : 5	-1.3	i	-1	i	i	0	i	i	-1	i
CN1CCN(C(=S)NC(=O)c2ccc(S(=O)(=O)N3CCOCC3)cc2)CC1
 : 2	-0.3	i	-27	i	i	-4	i	i	13	i
CN(C)c1ccc(C(=O)OCC(=O)NCC2CCCO2)cc1 (stereo unspecified)
 : -3	0.6	i	-7	i	i	5	i	i	-11	i
O=C(O)c1ccccc1C(=O)NNc1ccc(Cl)cc1Cl
 : -4	-0.5	i	3	i	i	4	i	i	2	i
COc1cc(CCC(=O)OCc2ccccc2C#N)cc(OC)c1OC
 : 8	1.6	i	-12	i	i	2	i	i	-27	i
Cn1nnnc1SCC(=O)Nc1ccccc1Cl
 : 1	-6.4	i	-28	i	i	2	i	i	12	i
Oc1ccc(-c2csc(Nc3ncccn3)n2)cc1O
 : -11	1.8	i	-162	i	i	2	.	i	-178	i
Cc1cccc(C)c1NC(=O)CS(=O)CC(=O)NCC1OCCc2ccccc21 (stereo unspecified)
 : 1	-0.3	i	-16	i	i	0	-4.8*	i	22	i
CCN(CC)C(=O)Cn1cc(C(=O)C(=O)NCCc2ccccc2)c2ccccc21
 : -8	-0.3	i	-10	i	i	-5	i	i	9	i
Cc1cccc(NCc2nc3ccccc3n2C)c1
 : -6	2.0	i	-119	i	i	0	i	i	-193	i
CCCc1ccc2oc(C(=O)N3CCN(CCC(N)=O)CC3)c(C)c2c1
 : -2	-2.0	i	-8	i	i	4	i	i	-26	i
COc1ccc(CCN2CC(C(=O)NCCN3CCCC3=O)CCC2=O)cc1 (stereo unspecified)
 : -1	-0.1	i	-32	i	i	4	i	i	-20	i
COc1ccc(CCN(C)c2ccc(S(=O)(=O)N3CCCC3)cn2)cc1OC
 : 3	-1.8	i	14	i	i	8	i	i	35	i
COc1ccc(NC(=O)COC(=O)[C@@H]2CCCN2C(=O)c2cccs2)cc1
 : 1	-0.1	i	-31	i	i	0	i	i	11	i
COc1ccc(-c2nnn(-c3ccc(Cl)cc3Cl)c2N)cc1
 : 10	0.2	i	-20	i	i	-6	i	i	1	i
CCOc1cc2[nH]c(=O)n(CCCCCC(=O)NC3CCCC3)c(=O)c2cc1OCC
 : 9	-0.1	i	-11	i	i	-7	i	i	-9	i
Cc1cccc(C(CC(=O)N2CCCCC2)c2ccccc2)c1O (stereo unspecified)
 : -10	-1.4	i	-30	i	i	-5	i	i	1	i
COc1ccc(C(=O)N(C)CC2CCN(CCc3cccc(C(F)(F)F)c3)CC2)cc1C
 : 2	1.1	i	-28	i	i	-3	i	i	5	i
O=C(Nc1cc(S(=O)(=O)N2CCOCC2)ccc1OCC(F)(F)F)c1ccc(N2CCCC2=O)cc1
 : -5	-0.2	i	.	i	i	.	i	i	27	i
COc1ccc(CNS(=O)(=O)c2ccc(-c3cc(C)no3)cc2)cc1
 : -4	-0.3	i	0	i	i	-1	i	i	0	i
Cc1nc2c(C)cccc2c2c1CCS2
 : -7	0.1	i	-27	i	i	4	i	i	20	i
CC(=N/O)/C(=N\O)c1ccc(C)o1
 : 2	-0.5	i	1	i	i	-1	i	i	-4	i
CC(NCc1ccc2c(c1)OCO2)c1ccccc1 (stereo unspecified)
 : -1	-1.2	i	-30	i	i	-4	i	i	1	i
COc1ccc(NC(C)=O)c2nc(C)c(C)nc12
 : -7	-0.4	i	-29	i	i	-4	i	i	7	i

# Brought forward from above: 3 compounds; new compounds follow.
# The line under a structure holds: SKKanGAS inh	HIF act	TRPC4 inh	KLF5 inhibitor	TRPC4 agonist	TRPC6 inh	IEC-6 tox	MrgX1 antagonist	TRPC4 PAM	aSyn UTR inh	TRPC6 activator
CC(=N/O)/C(=N\O)c1ccc(C)o1
 : 2	-0.5	i	1	i	i	-1	i	i	-4	i
CC(NCc1ccc2c(c1)OCO2)c1ccccc1 (stereo unspecified)
 : -1	-1.2	i	-30	i	i	-4	i	i	1	i
COc1ccc(NC(C)=O)c2nc(C)c(C)nc12
 : -7	-0.4	i	-29	i	i	-4	i	i	7	i
CC1=C(C#N)C(=O)N(C2CCS(=O)(=O)C2)C(=O)/C1=C\c1ccco1 (stereo unspecified)
 : 14	0.1	i	-7	i	i	-19	i	i	12	i
COc1ccc(CC(=O)NNc2ncnc3c2cnn3-c2ccc(C)cc2)cc1
 : -8	0.5	i	12	i	i	-6	i	i	-13	i
Cc1cc(C)n2nc(C)c(-c3ccccc3)c2n1
 : 2	0.1	i	.	i	i	.	i	i	25	i
Cc1ccc(-n2nnc3c(=O)oc4ccccc4c32)cc1
 : -1	1.2	i	-10	i	i	6	i	i	-27	i
CCN=C1SC(CC(=O)Nc2ccccc2OCC)C(=O)N1CC (stereo unspecified)
 : 0	-0.8	i	13	i	i	-4	i	i	-24	i
O=C1NN=C(c2ccccc2)CC1c1c[nH]c2ccccc12 (stereo unspecified)
 : -4	1.6	i	2	i	i	9	i	i	-18	i
Cn1c(SCC(=O)Nc2ccccc2F)nnc1-c1ccc(S(=O)(=O)N2CCOCC2)cc1
 : 2	-0.4	i	-75	i	i	-3	i	i	11	i
CN(C)C(=O)Cn1c(SCC(=O)Nc2ccc3c(c2)OCO3)nc2ccccc21
 : 0	0.0	i	-25	i	i	-6	i	i	7	i
O=C(N/N=C/c1cccc([N+](=O)[O-])c1)c1cccc(Br)c1
 : 3	0.5	i	-40	i	i	-1	i	i	-30	i
Cn1nnc(NC(=O)c2cccc(OCc3ccccc3)c2)n1
 : -1	0.1	i	4	i	i	6	i	i	2	i
CC(C)C(NS(=O)(=O)c1cccs1)C(=O)N1CCc2ccccc2C1 (stereo unspecified)
 : -6	-0.4	i	-23	i	i	4	i	i	14	i
Cc1cc(O)c(NC(=O)c2ccco2)cc1C
 : 5	1.4	i	-18	i	i	-4	i	i	-98	i
Cc1noc(C)c1COC(=O)CCN1c2ccccc2Sc2ccccc21
 : 7	-0.2	i	-8	i	i	-4	i	i	0	i
CCN(CC(=O)Nc1cc(Cl)ccc1C)c1ncnc2sc(C)c(C)c12
 : -14	0.2	i	-7	i	i	-5	i	i	2	i
Cc1ccc(NC(=S)NCc2cccs2)cc1
 : -1	0.7	i	4	i	i	7	i	i	-40	i
Cc1nn(-c2ccc(C(F)(F)F)cn2)c(C)c1Oc1ccccc1O
 : 0	0.1	i	-64	i	i	1	i	i	-14	i
CC(=O)Nc1ccccc1-c1nc2ccccc2nc1OCC(=O)c1ccc(Br)cc1
 : 0	-0.4	i	25	i	i	-2	i	i	10	i
CCOc1ccc(N(CC(=O)Nc2ccccc2C(=O)N2CCCC2)S(C)(=O)=O)cc1
 : 1	0.0	i	-3	i	i	-8	i	i	-18	i
CN(CC(=O)Nc1cccc(F)c1)C(=O)CSc1nc2ccccc2s1
 : -5	0.4	i	.	i	i	.	i	i	11	i
O=c1[nH]c(CN2CCc3ccccc32)nc2scc(-c3cccs3)c12
 : 25	-0.5	i	-24	i	i	-1	i	i	6	i
CCOC(=O)c1sc(NC(=O)c2ccccc2C(=O)O)c(C(=O)OCC)c1C
 : 1	0.2	i	-23	i	i	3	i	i	-2	i
Cc1ccc(CN2CCN(CC(C)C)C(CCO)C2)s1 (stereo unspecified)
 : -3	2.6	i	-92	i	i	0	i	i	-49	i
COP(=O)(OC)C(NC(=O)Nc1ccccc1)c1ccccc1 (stereo unspecified)
 : -1	0.6	i	-24	i	i	-2	i	i	2	i
Cc1ccn2c(CNCc3cnn(C)c3)c(C(=O)N3CCCCCC3)nc2c1
 : -4	-2.9	i	-36	i	i	5	i	i	12	i
Cc1ccc(CN2C(=O)CCC2C(=O)NCc2ccc3c(c2)OCO3)cc1 (stereo unspecified)
 : 3	-0.1	i	-33	i	i	1	i	i	1	i
COc1cc(COc2ccc3c(C)c(CCC(=O)O)c(=O)oc3c2)cc(OC)c1OC
 : 14	-0.6	i	-28	i	i	-8	i	i	2	i
CC(=O)Nc1ccc(NC(=O)CSc2nnc(-c3ccco3)o2)cc1
 : 1	-0.1	i	-8	i	i	2	i	i	5	i
COc1ccc(-c2cnc(N)n2C)cc1
 : 5	1.6	i	9	i	i	-2	i	i	-21	i
COc1cc2c(=O)n(CCC(=O)NCC3CCCO3)c(=O)n(CC(=O)Nc3ccc(C)cc3C)c2cc1OC (stereo unspecified)
 : -3	0.7	i	-1	i	i	2	i	i	8	i
O=C(c1ccc(CS(=O)Cc2ccc(Cl)cc2)o1)N1CCN(c2ccccc2)CC1 (stereo unspecified)
 : -1	-0.4	i	-3	i	i	0	i	i	22	i

# Records above that bear a hit mark in TRPC4 PAM.
Structure,TRPC4 inh,KLF5 inhibitor,TRPC4 agonist,MrgX1 antagonist,TRPC4 PAM,aSyn UTR inh,TRPC6 activator
COc1cc2cc(C(N)=O)c(N)nc2cc1OC,i,-13,i,i,13*,50,i

# Results in MrgX1 antagonist, HIF act and SKKanGAS inh, for some of the entries so far:
smiles	MrgX1 antagonist	HIF act	SKKanGAS inh
Cc1ccc(CN2C(=O)CCC2C(=O)NCc2ccc3c(c2)OCO3)cc1 (stereo unspecified)	i	-0.1	3
COc1cc(COc2ccc3c(C)c(CCC(=O)O)c(=O)oc3c2)cc(OC)c1OC	i	-0.6	14
